USP1-UAF1 inh = blocks the human USP1/UAF1 deubiquitinase complex; O94782; recombinant USP1/UAF1, Ub-Rhodamine cleavage fluorescence; Potency, µM (top dose mostly 57.1 µM), for the others: top-dose activity change, negative = inhibition, actives largely listed as inhibitors; actives 0.23% (n = 390,000); note: potency is the fitted concentration of half-maximal effect; % is set by controls: 0 for no effect and ±100 for the full control effect; nearly all actives have a fitted effect of over 60% in size; inactives centre near -12
Target sequence (O94782 whole entry, looked up): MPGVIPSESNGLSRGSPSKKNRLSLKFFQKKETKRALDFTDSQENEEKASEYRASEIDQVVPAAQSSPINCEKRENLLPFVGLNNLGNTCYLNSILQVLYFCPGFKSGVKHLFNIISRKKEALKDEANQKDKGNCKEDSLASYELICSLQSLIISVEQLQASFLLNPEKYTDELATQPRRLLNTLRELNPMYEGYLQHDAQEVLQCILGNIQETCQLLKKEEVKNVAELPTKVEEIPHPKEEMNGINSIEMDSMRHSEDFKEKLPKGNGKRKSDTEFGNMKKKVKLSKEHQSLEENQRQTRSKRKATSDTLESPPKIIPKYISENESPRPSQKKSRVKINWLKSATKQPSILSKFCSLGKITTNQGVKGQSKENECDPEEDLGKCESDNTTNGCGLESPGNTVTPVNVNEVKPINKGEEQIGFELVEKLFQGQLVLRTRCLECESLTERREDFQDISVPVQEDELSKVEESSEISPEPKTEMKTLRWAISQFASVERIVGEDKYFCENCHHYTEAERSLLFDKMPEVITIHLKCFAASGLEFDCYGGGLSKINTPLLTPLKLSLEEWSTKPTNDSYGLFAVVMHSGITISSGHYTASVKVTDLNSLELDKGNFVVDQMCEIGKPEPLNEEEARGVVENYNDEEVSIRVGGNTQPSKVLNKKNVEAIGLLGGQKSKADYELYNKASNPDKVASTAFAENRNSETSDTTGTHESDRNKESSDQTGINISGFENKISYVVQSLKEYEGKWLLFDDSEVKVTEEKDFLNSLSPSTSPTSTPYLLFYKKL
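USP1/UAF1 complex (1 nM) preincubated 15 min at room temperature with compound, then Ub-Rho substrate (150 nM final) added. Kinetic fluorescence at 480/540 nm over 6 reads at 60 s intervals; 50 mM HEPES pH 7.8, 0.5 mM EDTA, 0.1 mg/ml BSA, 1 mM TCEP, 0.01% Tween-20.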
TrxR1 inh = rat TrxR1 inhibition. O89049. recombinant rTrxR1, NADPH fluorescence consumption, selenite substrate. Potency, µM (highest dose often 114 µM), for inactives: top-dose activity change, negative = inhibition, actives largely listed as inhibitors. actives 1% (n = 390,000). AID 588453; note: potency is the fitted concentration of half-maximal effect; % is set by controls: 0 for no effect and ±100 for the full control effect; nearly all actives have a fitted effect of over 65% in size
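Rat TrxR1 (90 nM in the dispensed reagent) was pre-reduced with 400 uM NADPH for 5 min at room temperature, then incubated with compound for 15 min. After 400 uM selenite was added, NADPH fluorescence (Ex 340/Em 450 nm) was followed for 8 min.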
TRHR ag = TRH receptor (human) agonism; P34981; TRHR cells, calcium flux fluo-8, FDSS agonist mode; activation, % at 2 µM; actives 0.18% (n = 360,000); AID 493084; in the data active = activation above about 30%; note: 0% is about no effect
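TRHR-expressing cells loaded with fluo-8 calcium dye; 23 nL library compound pin-transferred, kinetic FDSS fluorescence (Ex 480/Em 530) recorded about 180 s for agonist-induced calcium release, before a 10 nM TRH EC20 addition for potentiator mode.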
TRHR enhancer = allosteric enhancers of human TRH receptor | actives 0.66% (n = 360,000) | enhancement, % at 2 µM | P34981 | TRHR cells, fluo-8 calcium fluorescence, EC20 TRH enhancement; in the data active = enhancement above about 30%; note: 0% is about no effect
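Enhancer read-out: after compound pinning and an initial kinetic agonist-mode read, an EC20 of TRH (10 nM final) was injected and fluo-8 calcium signal (Ex 480/Em 530) followed at 1 s/cycle for 100 cycles in TRHR-expressing cells.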
D2 ag = agonists of human D2 dopamine receptor; P14416; HEK293 T-REx D2 cells, calcium flux agonist mode; activation, % at 2 µM; actives 0.53% (n = 340,000); AID 485358;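 active = activation over 3 SD above normal in the single-dose calcium agonist read, cut at about 30% in these data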; note: 0% is about no effect
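In this primary screen, compounds producing a positive calcium signal within 180 s of addition to tetracycline-induced, force-coupled HEK293 Trex D2 cells are flagged; cells are dye-loaded with a no-wash calcium kit beforehand.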
TrxR1 substrate = substrates of rat thioredoxin reductase 1 | AID 588456 | actives 0.01% (n = 390,000) | Potency, µM (doses to about 114 µM), for the others: at the highest dose activity change, negative = substrate turnover | purified TrxR1 substrate turnover, NADPH consumption readout; note: potency is the fitted concentration of half-maximal effect; % is set by controls: 0 for no effect and ±100 for the full control effect; nearly all actives have a fitted effect of over 50% in size
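Rat TrxR1, dispensed at 90 nM, was prereduced with 400 uM NADPH (final) for 5 min at ~22 deg C, then incubated with compound 15 min before 400 uM selenite. A first-read NADPH fluorescence drop versus no-compound background flagged substrates.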
mIDH1 inhibitor = blocks human mutant IDH1 R132H enzyme | O75874 | IDH1-R132H enzyme, NADPH consumption, diaphorase/resazurin fluorescence | Potency, µM (titrated, usually from 76.6 µM), inactives show at the top dose activity change, negative = inhibition, usual class: inhibitors | actives 0.093% (n = 390,000) | AID 602179; note: potency is the fitted concentration of half-maximal effect; % is set by controls: 0 for no effect and ±100 for the full control effect; nearly all actives have a fitted effect of over 65% in size
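IDH1-R132H (0.5 ug/mL) preincubated 30 min with compound, then NADPH (0.016 mM) and alpha-KG (2 mM) added; 80 min at RT, pH 7.5. Remaining NADPH coupled via diaphorase/resazurin to fluorescence (540/590 nm); concentration-response curves normalized to no-enzyme control.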
D2 antag = antagonists of human D2 dopamine receptor | HEK293 TREx D2 cells, calcium flux, dopamine EC80 | inhibition, % at 10 µM | actives 2% (n = 340,000) | AID 485344; in the data active = inhibition above about 30%; note: 0% is about no effect
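Tetracycline-induced HEK293 TREx cells expressing D2 receptor forced-coupled to calcium signalling, loaded with no-wash calcium dye. Compounds added and calcium flux read 180 s, then dopamine added at EC80 and read a further 180 s.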
Pin1 inhibitor = blocks the human prolyl isomerase Pin1; Q13526; Pin1 FP peptide displacement, HiFluor488, 10 min; Potency, µM (highest dose often 115 µM), inactives show at the top dose activity, negative = inhibition, actives largely listed as inhibitors; actives 0.009% (n = 390,000); AID 504891; active = well fitted inhibition curve with a large enough effect in the polarisation, with a control signal flat, not every such curve was filed as active; inconclusive = small, poorly fitted or top-dose-only effect, or effect the other way, or a change in a side signal; inactive = no such curve, though single readings can be large or run the other way; the % refers to the polarisation; note: potency is the fitted concentration of half-maximal effect; % is set by controls: 0 for no effect and ±100 for the full control effect
Target sequence (Q13526 whole entry, looked up): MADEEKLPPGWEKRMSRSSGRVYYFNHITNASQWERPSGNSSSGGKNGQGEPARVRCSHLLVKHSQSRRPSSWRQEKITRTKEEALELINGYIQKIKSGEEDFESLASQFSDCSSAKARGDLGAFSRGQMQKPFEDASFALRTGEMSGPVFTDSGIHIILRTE
Active calls of the source: *; [ ] = another dose, or the depositor's remark. Unless noted, calls come from the whole dose curve; as a rule, active = well fitted inhibition curve with a large enough effect; inconclusive = small, poorly fitted or top-dose-only effect; inactive = no such curve, though single readings can be large or run the other way. A portion of the library. The share of hits here may be higher or lower than overall.

COC(=O)CCCCCCCCCCN1CCCCC1 was read as USP1-UAF1 inh -22%, TrxR1 inh 18%, TRHR ag 0.8, TRHR enhancer -2, D2 ag 0.2, TrxR1 substrate 4%, mIDH1 inhibitor -4%, D2 antag -1 and Pin1 inhibitor 2%.
For Clc1ccc2nc(N3CCCCC3)[nH]c2c1 the results were USP1-UAF1 inh 9%, TrxR1 inh 8%, TRHR ag -0.2, TRHR enhancer -5, D2 ag -1.2, TrxR1 substrate 2%, mIDH1 inhibitor 20%, D2 antag -6 and Pin1 inhibitor 0%.
Screening Cc1ccc(Cl)cc1NCc1nnc2n1CCCCC2 returned USP1-UAF1 inh -18%, TrxR1 inh 14%[57.1 µM], TRHR ag -0.2, TRHR enhancer -9, D2 ag 0.0, TrxR1 substrate 3%[57.1 µM], mIDH1 inhibitor 4% and Pin1 inhibitor -4%.
Screening CCc1ccc(NCc2cc3cc4c(cc3n(CC(=O)Nc3ccccc3OC)c2=O)OCCO4)cc1 returned USP1-UAF1 inh inconclusive, TrxR1 inh 13%, TRHR ag 0.5, TRHR enhancer -1, D2 ag 0.1, TrxR1 substrate 4%, mIDH1 inhibitor 0% and Pin1 inhibitor 1%.
CNC(=O)c1c(NC(=O)CCS(=O)(=O)c2ccccc2)sc2c1CCN(C(=O)OC)C2 was read as USP1-UAF1 inh -17%, TrxR1 inh -14%, TRHR ag -0.1, TRHR enhancer -1, D2 ag -0.3, TrxR1 substrate -3%, mIDH1 inhibitor 8%, D2 antag 12 and Pin1 inhibitor 6%.
Screening C1CSC2(N1)C1CC3CC2CC(C1)C31NCCS1 (stereo not drawn) returned USP1-UAF1 inh -5%, TrxR1 inh 105%[activator], TRHR ag 0.0, TRHR enhancer 4, D2 ag 0.3, TrxR1 substrate 2%, mIDH1 inhibitor 6%, D2 antag -11 and Pin1 inhibitor 2%.
For Cc1ccc(C)c(CNC(=O)CN2C(=O)CSc3ccc(S(=O)(=O)N(C)C)cc32)c1 the results were USP1-UAF1 inh -24%, TrxR1 inh 17%[57.1 µM], TRHR ag -0.4, TRHR enhancer -2, D2 ag -0.7, TrxR1 substrate 0%[57.1 µM], mIDH1 inhibitor 0% and Pin1 inhibitor 25%.
`COc1ccc(CCN=c2c([N+](=O)[O-])nn(-c3cccc(C)c3)n2O)cc1OC` gave USP1-UAF1 inh -23%, TrxR1 inh -8%, TRHR ag -0.3, TRHR enhancer 4, D2 ag -0.3, TrxR1 substrate -14%, mIDH1 inhibitor 4%, D2 antag 14 and Pin1 inhibitor -2%.
`O/N=C(\COc1ccccc1O)c1ccccc1` gave USP1-UAF1 inh -14%, TrxR1 inh 6%[57.1 µM], TRHR ag 0.1, TRHR enhancer -3, D2 ag 0.7, TrxR1 substrate 7%[57.1 µM], mIDH1 inhibitor 10%, D2 antag 4 and Pin1 inhibitor -3%.
Screening CC(=O)c1ccc(S(=O)(=O)Nc2ccc(-c3cn4c(n3)SCC4)cc2)cc1 returned USP1-UAF1 inh -12%, TrxR1 inh 23%, TRHR ag 0.5, TRHR enhancer -1, D2 ag -0.5, TrxR1 substrate -2%, mIDH1 inhibitor -9%, D2 antag 16 and Pin1 inhibitor 4%.
For Cc1cccc(-n2c(N)c(C(=O)NCCN3CCOCC3)c3nc4ccccc4nc32)c1 the results were USP1-UAF1 inh -17%, TrxR1 inh 20%, TRHR ag 0.4, TRHR enhancer 5, D2 ag 1.4, TrxR1 substrate 258%[activator], mIDH1 inhibitor 3%, D2 antag -20 and Pin1 inhibitor 1%.
Cc1cc(NC(=O)c2ccccc2)ccc1NC(=O)Cc1ccccc1 was read as USP1-UAF1 inh 1%, TrxR1 inh 33%, TRHR ag 0.1, TRHR enhancer -4, TrxR1 substrate 7%[57.1 µM], mIDH1 inhibitor 1% and Pin1 inhibitor -1%.
Screening O=C(O)COc1ccc(Oc2ccccc2)cc1 returned USP1-UAF1 inh -15%, TrxR1 inh 12%, TRHR ag 0.2, TRHR enhancer 2, D2 ag 0.1, TrxR1 substrate 3%[11.4 µM], mIDH1 inhibitor -3%, D2 antag -13 and Pin1 inhibitor 6%.
Screening COc1cc(OC)nc(NC(=O)C(C)C)n1 returned USP1-UAF1 inh 0%, TrxR1 inh 6%, TRHR ag 0.1, TRHR enhancer -3, D2 ag 0.1, TrxR1 substrate 1%, mIDH1 inhibitor -7%, D2 antag 2 and Pin1 inhibitor 2%.
For O=C(CSCc1ccc(F)cc1)Nc1ccc(F)cc1 the results were USP1-UAF1 inh -16%, TrxR1 inh -5%, TRHR ag -0.6, TRHR enhancer 19, D2 ag -2.0, TrxR1 substrate -9%, mIDH1 inhibitor 4%, D2 antag 0 and Pin1 inhibitor 1%.
Screening CC(=O)N1SC(N)=NC1c1ccccc1 (stereo not drawn) returned USP1-UAF1 inh -21%, TrxR1 inh 12%[57.1 µM], TRHR ag 0.2, TRHR enhancer -1, D2 ag 0.6, TrxR1 substrate 10%[57.1 µM], mIDH1 inhibitor -6%, D2 antag -5 and Pin1 inhibitor -6%.
Cc1cc(Nc2cccc(C)c2C)n2nc(C)nc2n1 was read as USP1-UAF1 inh -17%, TrxR1 inh 16%[57.1 µM], TRHR ag 0.3, TRHR enhancer 1, D2 ag -0.2, TrxR1 substrate 11%[57.1 µM], mIDH1 inhibitor 2%, D2 antag -3 and Pin1 inhibitor -4%.
Screening O=C(CCC(=O)NC1CC1)Nc1nnc(C2CCCCC2)s1 returned USP1-UAF1 inh 6%, TrxR1 inh -11%, TRHR ag -0.5, TRHR enhancer -3, D2 ag 0.2, TrxR1 substrate -6%, mIDH1 inhibitor 0%, D2 antag 12 and Pin1 inhibitor 0%.
For CCC1CCCCN1CCn1c(=S)[nH]c2cc(OC)c(OC)cc2c1=O (stereo not drawn) the results were USP1-UAF1 inh -18%, TrxR1 inh -6%, TRHR ag -0.5, TRHR enhancer 5, D2 ag 0.4, TrxR1 substrate -3%, mIDH1 inhibitor -8%, D2 antag 2 and Pin1 inhibitor 0%.
`CCC(=O)OC1(C(=O)CCl)[C@@H](C)C[C@H]2[C@@H]3CCC4=CC(=O)C=C[C@]4(C)[C@@]3(F)[C@@H](O)C[C@@]21C` (stereo partly drawn) gave USP1-UAF1 inh 7%, TrxR1 inh 14%, TRHR ag 1.5, TRHR enhancer -4, D2 ag -1.3, TrxR1 substrate -4%, mIDH1 inhibitor -13%, D2 antag 3 and Pin1 inhibitor -6%.
`COc1cccc(NC(=O)CN(C)C(=O)c2ccccc2-c2nc3ccccc3s2)c1` gave USP1-UAF1 inh -13%, TrxR1 inh -18%, TRHR ag 0.0, TRHR enhancer -7, D2 ag -0.1, TrxR1 substrate -10%, mIDH1 inhibitor 1%, D2 antag 3 and Pin1 inhibitor 0%.
CC(N)=Nc1ccc([N+](=O)[O-])cc1 was read as USP1-UAF1 inh -17%, TrxR1 inh -5%, TRHR ag 1.3, TRHR enhancer 0, D2 ag 1.9, TrxR1 substrate -10%, mIDH1 inhibitor 5%, D2 antag -13 and Pin1 inhibitor 11%.
Screening CCOCCCNC(=O)c1c(N)n(-c2ccc3c(c2)OCO3)c2nc3ccccc3nc12 returned USP1-UAF1 inh -5%, TrxR1 inh -11%[57.1 µM], TRHR ag 0.0, TRHR enhancer -4, D2 ag 0.7, TrxR1 substrate 96%[activator][57.1 µM], mIDH1 inhibitor -10%, D2 antag 6 and Pin1 inhibitor -8%.
For Cc1ccc2c(c1)N(C(=O)C1CCN(S(=O)(=O)c3c(C)noc3/C=C/c3ccccc3F)CC1)CCO2 the results were USP1-UAF1 inh -19%, TrxR1 inh 25%[57.1 µM], TRHR ag 0.6, TRHR enhancer -6, D2 ag 0.3, TrxR1 substrate 3%[57.1 µM], mIDH1 inhibitor -4% and Pin1 inhibitor 10%.
Screening NC(=O)c1cc(S(=O)(=O)NCc2ccc(F)cc2)cs1 returned USP1-UAF1 inh -16%, TrxR1 inh 12%, TRHR ag 0.2, TRHR enhancer -6, D2 ag 0.7, TrxR1 substrate 3%, mIDH1 inhibitor -7%, D2 antag -10 and Pin1 inhibitor 4%.
COc1cc(OC)c(C(=O)OCCCOC(=O)c2cc(OC)c(OC)cc2OC)cc1OC was read as USP1-UAF1 inh -6%, TrxR1 inh inconclusive, TRHR ag 0.4, TRHR enhancer -2, D2 ag -0.7, TrxR1 substrate -13%, mIDH1 inhibitor 5%, D2 antag -1 and Pin1 inhibitor -12%.
COc1ccc(-n2cnc(N)c2C(=O)c2cccc([N+](=O)[O-])c2)cc1 was read as USP1-UAF1 inh -5%, TrxR1 inh 10%, TRHR ag 0.4, TRHR enhancer -1, D2 ag 3.0, TrxR1 substrate -7%, mIDH1 inhibitor -11%, D2 antag -8 and Pin1 inhibitor -4%.
Screening CC1CCCC(C)N1CCCNC(=O)Cn1ncc2c3ccccc3n(C)c2c1=O (stereo not drawn) returned USP1-UAF1 inh -17%, TrxR1 inh -7%, TRHR ag -0.2, TRHR enhancer 3, D2 ag 0.3, TrxR1 substrate 14%, mIDH1 inhibitor -6%, D2 antag -13 and Pin1 inhibitor -15%.

Looked up by structure from above (two):
Screening NC(=O)c1cc(S(=O)(=O)NCc2ccc(F)cc2)cs1 returned USP1-UAF1 inh -16%, TrxR1 inh 12%, TRHR ag 0.2, TRHR enhancer -6, D2 ag 0.7, TrxR1 substrate 3%, mIDH1 inhibitor -7%, D2 antag -10 and Pin1 inhibitor 4%.
`COc1cccc(NC(=O)CN(C)C(=O)c2ccccc2-c2nc3ccccc3s2)c1` gave USP1-UAF1 inh -13%, TrxR1 inh -18%, TRHR ag 0.0, TRHR enhancer -7, D2 ag -0.1, TrxR1 substrate -10%, mIDH1 inhibitor 1%, D2 antag 3 and Pin1 inhibitor 0%.

From PubChem
